USP1 inh – USP1/UAF1 (human) deubiquitinase inhibition; recombinant USP1/UAF1, Ub-Rhodamine cleavage fluorescence; AID 743255; O94782; 0.23% of 390,000 active; Potency, µM (doses to about 57.1 µM), without a hit: at the highest dose activity change, negative = inhibition, actives largely listed as inhibitors; note: potency is the fitted concentration of half-maximal effect; % is set by controls: 0 for no effect and ±100 for the full control effect; nearly all actives have a fitted effect of over 60% in size; inactives centre near -12
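High-throughput fluorogenic screen: 1nM USP1/UAF1 complex, Ub-Rho substrate 150nM final, 50mM HEPES pH 7.8 with 0.5mM EDTA, 0.1 mg/ml BSA, 1mM TCEP and 0.01% Tween-20.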
PI4K2A inh – inhibitors of human PI4K2A; Q9BTU6; purified PI4K2A, ADP-Glo luminescence, 1 h; hits give low values; activity change, negative = inhibition, % at 76.9 µM; 0.13% of 420,000 active; AID 1346378; in the data active = activity change below about -50%; inconclusive = mostly about -30% to -49%;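 note: -100% = wells without enzyme as full effect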
Target sequence (Q9BTU6 whole entry, looked up): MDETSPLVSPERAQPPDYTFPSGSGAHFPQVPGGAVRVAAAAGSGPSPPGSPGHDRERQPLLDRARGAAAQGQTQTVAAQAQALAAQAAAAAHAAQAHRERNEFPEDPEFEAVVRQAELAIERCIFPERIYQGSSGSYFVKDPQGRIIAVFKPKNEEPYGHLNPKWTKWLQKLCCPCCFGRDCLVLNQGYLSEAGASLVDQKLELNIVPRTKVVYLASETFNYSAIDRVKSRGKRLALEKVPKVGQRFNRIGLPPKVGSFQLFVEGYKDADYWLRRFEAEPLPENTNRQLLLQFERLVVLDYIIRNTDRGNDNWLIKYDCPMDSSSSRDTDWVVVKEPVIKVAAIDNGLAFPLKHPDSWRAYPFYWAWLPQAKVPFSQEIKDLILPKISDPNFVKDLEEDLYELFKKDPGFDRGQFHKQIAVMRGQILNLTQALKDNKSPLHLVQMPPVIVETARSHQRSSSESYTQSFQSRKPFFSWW
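ADP-Glo luminescence measured ADP generated by PI4K2A enzyme (4 ug/mL before mixing) with 1.2 mM PI substrate (pre-mix) and 300 microM ATP (pre-mix). Tris pH7.5 buffer with MgCl2, Triton X-100; 1 h reaction at ambient temperature.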
IDH1 R132H inh – human IDH1 R132H inhibition; IDH1-R132H enzyme, NADPH consumption, diaphorase/resazurin fluorescence; AID 602179; Potency, µM (titrated, usually from 76.6 µM), inactives show at the highest dose activity change, negative = inhibition, actives largely listed as inhibitors; 0.093% of 390,000 active; note: potency is the fitted concentration of half-maximal effect; % is set by controls: 0 for no effect and ±100 for the full control effect; nearly all actives have a fitted effect of over 65% in size
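IDH1-R132H (0.5 ug/mL dispensed) in pH 7.5 Tris buffer was preincubated 30 min with compound, then given a substrate mix of 0.016 mM NADPH and 2 mM alpha-KG for 80 min at room temperature; remaining NADPH was read by diaphorase/resazurin fluorescence.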
rTrxR1 inhibitor – rat TrxR1 inhibition | O89049 | recombinant rTrxR1, NADPH fluorescence consumption, selenite substrate | Potency, µM (highest dose often 114 µM), inactives show at the highest dose activity change, negative = inhibition, most hits filed as inhibitors | 1% of 390,000 active; note: potency is the fitted concentration of half-maximal effect; % is set by controls: 0 for no effect and ±100 for the full control effect; nearly all actives have a fitted effect of over 65% in size
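Rat TrxR1 (90 nM in the dispensed reagent) was pre-reduced with 400 uM NADPH for 5 min at room temperature, then incubated with compound for 15 min. After 400 uM selenite was added, NADPH fluorescence (Ex 340/Em 450 nm) was followed for 8 min.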
TRHR enhancer – allosteric enhancers of human TRH receptor. P34981. 0.66% of 360,000 active. TRHR cells, fluo-8 calcium fluorescence, EC20 TRH enhancement. enhancement, % at 2 µM; in the data active = enhancement above about 30%; note: 0% is about no effect
Target sequence (P34981 whole entry, looked up): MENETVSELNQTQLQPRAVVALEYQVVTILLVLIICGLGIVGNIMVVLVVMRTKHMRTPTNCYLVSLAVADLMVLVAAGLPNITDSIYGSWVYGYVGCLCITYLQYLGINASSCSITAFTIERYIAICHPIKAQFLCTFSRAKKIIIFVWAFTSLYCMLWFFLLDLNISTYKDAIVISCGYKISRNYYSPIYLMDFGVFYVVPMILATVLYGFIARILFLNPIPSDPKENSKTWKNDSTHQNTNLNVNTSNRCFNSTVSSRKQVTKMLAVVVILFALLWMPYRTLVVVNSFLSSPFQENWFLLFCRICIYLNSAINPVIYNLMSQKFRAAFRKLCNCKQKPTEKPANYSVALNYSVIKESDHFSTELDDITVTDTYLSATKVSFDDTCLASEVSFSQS
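TRHR-expressing cells loaded with fluo-8 calcium dye were read kinetically (ex 480/em 530) during compound addition, then stimulated with an EC20 of TRH (10 nM final). Enhancement of the Gq-mediated intracellular calcium response was scored.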
TRHR agonist – TRH receptor (human) agonism. activation, % at 2 µM. P34981. 0.18% of 360,000 active. TRHR cells, calcium flux fluo-8, FDSS agonist mode; in the data active = activation above about 30%; note: 0% is about no effect
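Read-out: compound-evoked intracellular calcium rise in TRHR cells, fluo-8 dye, kinetic FDSS fluorescence at 1 s/cycle following a 10-cycle baseline. Cells cultured overnight before dye loading (30 min–1.5 h, RT).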
TrxR1 substrate – is turned over as a substrate by rat TrxR1. Potency, µM (series often up to 114 µM), without a hit: top-dose activity change, negative = substrate turnover. 0.01% of 390,000 active. purified TrxR1 substrate turnover, NADPH consumption readout; note: potency is the fitted concentration of half-maximal effect; % is set by controls: 0 for no effect and ±100 for the full control effect; nearly all actives have a fitted effect of over 50% in size
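Rat TrxR1, dispensed at 90 nM, was prereduced with 400 uM NADPH (final) for 5 min at ~22 deg C, then incubated with compound 15 min before 400 uM selenite. A first-read NADPH fluorescence drop versus no-compound background flagged substrates.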
D2 ag – agonists of human D2 dopamine receptor; activation, % at 2 µM; P14416; HEK293 T-REx D2 cells, calcium flux agonist mode; 0.53% of 340,000 active;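 active = activation over 3 SD above normal in the single-dose calcium agonist read, cut at about 30% in these data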; note: 0% is about no effect
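Tetracycline-induced HEK293 Trex cells with D2 receptor force-coupled to calcium signaling, plated overnight at 30 C and loaded with no-wash calcium dye. Calcium flux read kinetically for 180 s after compound addition; responses flag agonists.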
D2 antag – D2 dopamine receptor (human) antagonism. AID 485344. 2% of 340,000 active. P14416. HEK293 TREx D2 cells, calcium flux, dopamine EC80. inhibition, % at 10 µM; in the data active = inhibition above about 30%; note: 0% is about no effect
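Cells plated overnight at 30 C with tetracycline; no-wash calcium dye, 30–90 min RT; 10 s baseline; compound pinned; 180 s read; EC80 dopamine added; another 180 s read.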
* hit, by the source's call; ? = inconclusive; . = no result given; [ ] = remark or other dose. Unless noted, calls come from the whole dose curve; as a rule, active = well fitted inhibition curve with a large enough effect; inconclusive = small, poorly fitted or top-dose-only effect; inactive = no such curve, though single readings can be large or run the other way.

SMILES	USP1 inh	PI4K2A inh	IDH1 R132H inh	rTrxR1 inhibitor	TRHR enhancer	TRHR agonist	TrxR1 substrate	D2 ag	D2 antag
COc1ccc(Cl)cc1NC(=O)CSc1nnc(CN2CCOCC2)n1-c1ccc(Cl)cc1	2%	2	-1%	-8%	-5	3.2	-7%	0.8	76*
CC(C)(C)c1ccc(CSc2nnc(-c3ccccn3)n2Cc2ccco2)cc1	-20%	3	-2%	-25%	-3	-0.3	-9%	0.0	-17
CC(=O)N1CCc2cc(S(=O)(=O)NC(C)c3ccccc3)ccc21 (centres undefined)	-20%	7	3%	19%	-7	-0.6	-1%	.	.
COC(=O)c1cccc(NC(=O)c2nn(C(C)C)c(=O)c3ccccc23)c1	-7%	1	13%	16%	2	0.3	7%	-1.4	-13
CN(C)CCCNc1oc(-c2ccc(Cl)cc2)nc1S(=O)(=O)c1ccccc1	-11%	-2	0%	-17%	.	.	-7%	.	.
O=C1COc2ccc(C(=O)COc3ccc(Cl)cc3Br)cc2N1	-13%	0	3%	18%	24	-0.1	7%	-0.6	-12
COc1ccc(NC(=O)CNc2cccc(C#N)c2)cc1Cl	-14%	7	3%	1%	-5	-0.2	-2%	0.6	13
Cc1ccc(NC(=O)C2CCC(N3C(=O)C4CCCCC4C3=O)CC2)cc1 (centres undefined)	-16%	-1	-2%	-11%	5	0.0	-11%	0.5	43*
S=C(NCCc1c[nH]c2ccccc12)NC1CCCC1	-20%	2	0%	-17%	-2	0.7	-6%	-0.8	-8
CC(=O)c1cccc(S(=O)(=O)Nc2c(C)nn(C)c2C)c1	-18%	0	0%	-5%	-1	0.0	1%	1.3	1
COCCC(=O)Nc1ccc2c(c1)CN(C(=O)CCOC)CC2	-6%	-1	0%	4%	-10	0.5	-4%	0.1	3
CSc1ccccc1NC(=O)CSc1nnc(CNC(=O)c2ccccc2F)n1C	-8%	4	6%	-6%[57.1 µM]	3	0.1	-1%[57.1 µM]	1.2	8
CCCCOCCCNC(=O)CN1C(=O)c2ccccc2C1=O	-3%	-7	-5%	23%	3	0.0	7%	-1.4	-5
CC(C)CC(C(=O)Nc1oc(-c2ccco2)c(-c2ccco2)c1C#N)N1C(=O)c2ccccc2C1=O (centres undefined)	-23%	-8	3%	-29%	-2	1.3	-9%	0.1	-19
O=C(NCc1cccs1)C1CC(c2ccc(F)cc2)=NO1 (centres undefined)	-6%	4	-3%	12%[57.1 µM]	1	-0.8	8%[57.1 µM]	0.1	-2
CC(C)(C)NC(=O)c1ccc(C(=O)NC(C)(C)C)cc1	-10%	-8	-12%	17%	-8	1.4	-2%	0.9	17
CCCCCn1c(CNC(=O)CCC)nc2ccccc21	-8%	8	1%	7%[57.1 µM]	-3	0.2	6%[57.1 µM]	-0.7	20
C[C@H](CO)N1C[C@H](C)[C@@H](CN(C)C(=O)Nc2ccc(C(F)(F)F)cc2)Oc2c(NC(=O)c3ccncc3)cccc2C1=O	-18%	-3	1%	-4%	.	.	9%	.	.
O=C(Nc1ccc(C(F)(F)F)cc1)C1CCCN(c2cnccn2)C1 (centres undefined)	-30%	1	-7%	26%	3	0.6	20%	-0.9	.
COc1cccc(-c2ccc(NC(=O)C3CCCN(CCCn4cccn4)C3)cc2)c1 (centres undefined)	-1%	-7	-8%	13%	-5	3.2	1%	0.7	-2
CCN(CC)CCOC(c1ccccc1)c1ccc(C)cc1 (centres undefined)	-8%	-5	-4%	12%	0	0.7	-1%	0.9	15
COc1ccc(NC(=O)C(Cc2ccccc2)NS(=O)(=O)c2ccc3c(c2)CCN3C(C)=O)cc1 (centres undefined)	1%	-1	-6%	8%	13	-0.4	1%	0.4	.
Cc1cccc(OCC(=O)Nc2cccc(O)c2)c1	-21%	8	1%	12%	6	0.3	-2%	0.0	-13
Cc1ccc(N(C)C2=NC(=O)CS2)cc1Cl	-11%	1	3%	12%[57.1 µM]	4	-0.1	0%[57.1 µM]	-0.1	3
Cc1noc(C)c1CSCC(=O)Nc1nc2ccccc2s1	-33%	6	-1%	15%	0	0.5	5%	0.3	1

Looked up above.
IDH1 R132H inh, COc1ccc(NC(=O)C(Cc2ccccc2)NS(=O)(=O)c2ccc3c(c2)CCN3C(C)=O)cc1 (centres undefined) → -6%
D2 ag, Cc1ccc(NC(=O)C2CCC(N3C(=O)C4CCCCC4C3=O)CC2)cc1 (centres undefined) → 0.5
PI4K2A inh, C[C@H](CO)N1C[C@H](C)[C@@H](CN(C)C(=O)Nc2ccc(C(F)(F)F)cc2)Oc2c(NC(=O)c3ccncc3)cccc2C1=O → -3

Other compounds:
SMILES	USP1 inh	PI4K2A inh	IDH1 R132H inh	rTrxR1 inhibitor	TRHR enhancer	TRHR agonist	TrxR1 substrate	D2 ag	D2 antag
O=C(Nc1cc(C(F)(F)F)ccc1N1CCOCC1)c1n[nH]c(=O)c2ccccc12	-14%	4	12µM*	7%[57.1 µM]	-1	0.2	9%[57.1 µM]	0.1	-9
COc1ccc(C2CC(c3cccs3)=NN2C(=O)CCC(=O)O)cc1 (centres undefined)	-20%	-5	-5%	8%	5	0.4	4%[2.29 µM]	1.9	-6
O=S(=O)(Nc1nc2ccccc2nc1Nc1cccc(S(=O)(=O)N2CCCCC2)c1)c1ccccc1	?	2	-3%	-12%	-9	0.1	15%	0.9	1
COc1ccccc1NC(=S)N1CCN(Cc2ccc3c(c2)OCO3)CC1	-3%	2	5%	-31%	0	-0.4	-4%	-0.7	-5
Cc1cc(C)cc(Oc2nc3c(C)cccn3c(=O)c2/C=C(\C#N)C(=O)NC2CCS(=O)(=O)C2)c1 (centres undefined)	-12%	0	?	?	-7	-0.2	22%	0.3	18
COC(=O)[C@@H](Cc1c[nH]c2ccccc12)NCc1ccc(B(O)O)cc1	-25%	-2	3%[38.3 µM]	7%	.	.	7%	.	.
O=C(CCc1ccccc1)Nc1ccc(N2CCCCC2)cc1	-9%	7	3%	6%	1	-0.6	4%	-0.4	9
COCCOCCOCCC(=O)NC1CC2CCC1(C)C2(C)C (centres undefined)	-16%	1	1%	16%	-6	0.0	8%	0.2	-5
Cc1c(C(=O)N2CCC(C(=O)Nc3ccc(F)c(Cl)c3)CC2)sc2nc[nH]c(=O)c12	-18%	0	4%	4%[57.1 µM]	2	-0.2	-2%[57.1 µM]	0.5	.
CSc1nccc(-c2c(-c3ccc(Cl)cc3)noc2C)n1	-19%	4	8%	23%	-14	-2.8	-1%	-1.3	9
N#C/C(=C\C1=C(N2CCOCC2)C(=C/c2cccc([N+](=O)[O-])c2)/CC1)C(=O)Nc1ccccc1F	-13%	5	-3%	-3%	2	1.5	-2%	1.5	9
COc1ccc(N/C(C)=C/C(=O)c2ccccc2)cc1	-10%	3	0%	-16%	26	0.1	-13%	-1.9	0
CCCCCn1c(CCNC(=O)c2ccc(F)cc2)nc2ccccc21	-29%	2	12%	5%	-6	1.7	-5%	0.5	.
Cc1nc(SCC(=O)Nc2cc(C)on2)c2c3c(sc2n1)CCCC3	-9%	9	2%	21%[57.1 µM]	-4	-2.4	5%[57.1 µM]	-1.8	-13
CCOc1ccccc1CNC(=O)c1cc(-c2ccc(OC)cc2)nc2ccc(C(C)C)cc12	-1%	2	-3%	29%[57.1 µM]	-1	0.0	21%[57.1 µM]	-0.1	.
O=C(Nc1ncc(S(=O)(=O)c2ccc([N+](=O)[O-])cc2)s1)c1ccc2ccccc2c1	-14%	3	0%	-9%	3	1.4	-6%	.	.
O=C(c1ccco1)N1CCN(Cc2nc3ccccc3[nH]2)CC1	-22%	-10	-1%	?	.	.	0%	.	.
CC(C)(C)CN1CCNC(=O)C1CC(=O)NCCc1ccccc1C(F)(F)F (centres undefined)	0%	-5	0%	-19%	5	0.6	3%	0.3	11
COc1ccc(C(C(N)=O)c2ncc(C(F)(F)F)cc2Cl)cc1 (centres undefined)	-22%	-1	-1%	17%	3	0.1	2%	0.1	10
COc1cccc(C(=O)NNC(=O)Cc2ccc([N+](=O)[O-])cc2)c1	2%	-2	3%	10%	1	0.9	0%	0.1	-8
Cc1ccccc1CNC(=O)c1cccc(NC(=O)N2CCSc3ncccc32)c1	?	-3	3%	8%	6	-0.8	3%	-0.3	.
CCC(=O)Nc1ccc(NC(=O)c2oc3ccccc3c2C)cc1	-7%	-3	6%	13%	-1	0.0	-3%	-0.3	-8
O=C(CN1CCSC1=O)N1CCN(S(=O)(=O)c2ccc(F)cc2)CC1	-4%	-6	10%	4%	-6	0.7	-5%	-0.2	15

Entries of single compounds, quoted from the list. Screens in order: USP1 inh	PI4K2A inh	IDH1 R132H inh	rTrxR1 inhibitor	TRHR enhancer	TRHR agonist	TrxR1 substrate	D2 ag	D2 antag
`Cc1ccccc1CNC(=O)c1cccc(NC(=O)N2CCSc3ncccc32)c1` is entered as ?	-3	3%	8%	6	-0.8	3%	-0.3	.
`O=C(CCc1ccccc1)Nc1ccc(N2CCCCC2)cc1` is entered as -9%	7	3%	6%	1	-0.6	4%	-0.4	9
`CC(C)(C)CN1CCNC(=O)C1CC(=O)NCCc1ccccc1C(F)(F)F` (centres undefined) is entered as 0%	-5	0%	-19%	5	0.6	3%	0.3	11
`Cc1c(C(=O)N2CCC(C(=O)Nc3ccc(F)c(Cl)c3)CC2)sc2nc[nH]c(=O)c12` is entered as -18%	0	4%	4%[57.1 µM]	2	-0.2	-2%[57.1 µM]	0.5	.

Some of these compounds in order of the TRHR enhancer value, smallest number first.
structure | USP1 inh | PI4K2A inh | IDH1 R132H inh | rTrxR1 inhibitor | TRHR enhancer | TRHR agonist | TrxR1 substrate | D2 antag
CC(=O)N1CCc2cc(S(=O)(=O)NC(C)c3ccccc3)ccc21 (centres undefined) | -20% | 7 | 3% | 19% | -7 | -0.6 | -1% | .
CC(C)CC(C(=O)Nc1oc(-c2ccco2)c(-c2ccco2)c1C#N)N1C(=O)c2ccccc2C1=O (centres undefined) | -23% | -8 | 3% | -29% | -2 | 1.3 | -9% | -19
CSc1ccccc1NC(=O)CSc1nnc(CNC(=O)c2ccccc2F)n1C | -8% | 4 | 6% | -6%[57.1 µM] | 3 | 0.1 | -1%[57.1 µM] | 8

Screens as filed in PubChem BioAssay.
